Compound activity from PubChem BioAssay.
bovine MsrA act: bovine MsrA enzyme activators, primary screen, biochemical, absorbance, HTS | Methionine sulfoxide reductase A (Bos taurus) | purified bovine MsrA, absorbance read-out | activation, % at 10.6 µM | 360,000 tested, 0.3% active | AID 602163, 2012; in the data active = activation above about 7.5%;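 also: 0% = vehicle and 100% = reference activator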
NRP1-CendR mod: modulators of CendR peptide binding to NRP-1, primary screen, biochemical, fluorescence polarization, uHTS | 360,000 tested, 0.85% active | AID 602438, 2012 | Neuropilin-1 (Homo sapiens), O14786 | FAM-RPARPAR peptide binding to NRP-1 | inhibition, % at 25 µM;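 active = inhibition or corrected inhibition above about 18%, plus a signal ratio from 0.5 to 1.5, limit read from the data, passing the limit was not always enough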; also: strong numbers were not always called active
Target sequence (O14786 whole entry, looked up): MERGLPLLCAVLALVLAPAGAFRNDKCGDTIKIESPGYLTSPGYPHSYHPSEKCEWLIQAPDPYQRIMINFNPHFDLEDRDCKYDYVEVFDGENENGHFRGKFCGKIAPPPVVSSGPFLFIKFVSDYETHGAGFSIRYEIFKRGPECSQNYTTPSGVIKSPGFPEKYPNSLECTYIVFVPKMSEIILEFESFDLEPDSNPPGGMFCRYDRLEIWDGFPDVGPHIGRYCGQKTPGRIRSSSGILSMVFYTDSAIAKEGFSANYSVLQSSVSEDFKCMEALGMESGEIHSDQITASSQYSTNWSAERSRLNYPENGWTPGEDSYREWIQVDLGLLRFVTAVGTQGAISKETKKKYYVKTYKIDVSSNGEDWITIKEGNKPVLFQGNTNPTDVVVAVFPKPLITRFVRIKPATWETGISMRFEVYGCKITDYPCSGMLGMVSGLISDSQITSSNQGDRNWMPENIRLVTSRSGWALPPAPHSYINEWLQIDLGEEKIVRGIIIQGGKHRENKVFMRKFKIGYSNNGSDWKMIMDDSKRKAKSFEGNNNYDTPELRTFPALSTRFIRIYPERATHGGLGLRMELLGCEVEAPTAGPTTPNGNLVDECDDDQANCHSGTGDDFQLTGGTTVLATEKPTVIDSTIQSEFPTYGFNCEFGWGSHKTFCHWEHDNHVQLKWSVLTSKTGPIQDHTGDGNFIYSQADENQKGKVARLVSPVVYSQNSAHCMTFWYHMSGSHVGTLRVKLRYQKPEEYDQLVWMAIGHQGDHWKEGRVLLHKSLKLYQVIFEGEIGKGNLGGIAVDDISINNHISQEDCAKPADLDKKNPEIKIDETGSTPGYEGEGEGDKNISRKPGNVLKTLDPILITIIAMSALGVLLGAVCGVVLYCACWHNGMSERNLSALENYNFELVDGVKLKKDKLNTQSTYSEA
FAS-TE inh: FAS thioesterase domain inhibitors, primary screen, biochemical, fluorescence intensity, uHTS. Fatty acid synthase (Homo sapiens), P49327. recombinant FAS-TE, OMFH fluorogenic substrate, fluorescence endpoint. inhibition, % at 15 µM. 360,000 tested, 0.67% active. AID 602261, 2012;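 active = compounds whose normalised, plate-corrected inhibition of enzyme fluorescence in the single-dose primary screen is 50% or more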;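 also: 0% = DMSO with enzyme and 100% = substrate without enzyme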
eLon inh: inhibitors of E. coli Lon protease, primary screen, biochemical, fluorescence polarization; inhibition, % at 7.94 µM; purified E. coli Lon protease; 360,000 tested, 0.42% active; AID 602123, 2011; P0A9M0; in the data active = inhibition above about 13%, passing the limit was not always enough;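 also: 0% = enzyme with probe and DMSO and 100% = no enzyme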
PABP1 MLLE inh: inhibitors of PABP1 MLLE–PAM2 peptide binding, primary screen, biochemical, fluorescence polarization, FITC-PAM2, GST-MLLE; Polyadenylate-binding protein 1 (Homo sapiens), P11940; inhibition, % at 20 µM; 360,000 tested, 0.36% active; AID 588489, 2011; in the data active = inhibition above about 35%, passing the limit was not always enough;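 also: plate controls were DMSO wells with GST-MLLE for no effect and wells lacking GST-MLLE protein for full effect; some results filed as inactive read as strong as hits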
MT1-MMP act inh: blockers of MT1-MMP proenzyme processing, primary screen, HT1080 RFP-PRO-GFP cells, GFP/RFP fluorescence. GFP/RFP ratio fluorescence, overnight; percent of plate control window, DMSO zero. GFP/RFP ratio change, % at 20 µM. 360,000 tested, 0.061% active. Matrix metalloproteinase-14 (Homo sapiens), P50281;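 active = GFP/RFP ratio change of at least 30% with cell ATP level not reduced by more than half and red fluorescence within 50% of control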; also: strong numbers were not always called active
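Material – HT1080 RFP-PRO-GFP cells · Control set – DMSO wells and RFP-L50D-GFP cells · Incubation – overnight cell settling, then overnight compound exposure, 37 °C, 5% CO2 · Compound dosing – single-point 20 µM compound, 1% DMSO · Read-out – GFP/RFP fluorescence ratio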
Tb MetRS inh: T. brucei MetRS inhibitors, primary screen, biochemical, luminescence; inhibition, % at 11.9 µM; AID 624268, 2012; 360,000 tested, 0.4% active; purified T. brucei MetRS, ATP depletion, Kinase-Glo luminescence;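 active = inhibition above a per-plate cutoff of the control wells' mean inhibition plus 3 SD, cut at about 5.5% in these data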;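 also: 0% = DMSO wells median and 100% = median of wells with control inhibitor compound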
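technique = Kinase-Glo luminescence, ATP depletion format | system = purified MetRS (methionyl-tRNA synthetase) enzyme from Trypanosoma brucei | timing = 15 min preincubation, 2 h reaction, all 25 °C | evaluation = percent inhibition versus plate control medians | dosing = single dose, 11.9 µM final nominal, 0.9% final DMSO | also added = substrates ATP, L-methionine and bulk Escherichia coli tRNA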
SKN-1 block: suppressors of acrylamide-induced Pgst-4::GFP reporter in worms, primary screen, SKN-1 inhibitor project, whole organism, uHTS, GFP/RFP fluorescence ratio, strain VP596. C. elegans VP596 Pgst-4::GFP/RFP ratio, 24 h. inhibition, % at 21.8 µM. 360,000 tested, 0.49% active. AID 624304, 2012;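 active = interference check ratio from 0.5 to 1.5 plus GFP to RFP signal ratio inhibition reaching or exceeding a fixed threshold, cut at about 30% in these data, passing the limit was not always enough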; also: some compounds called inactive have numbers as strong as hits
MsrA inh: bovine MsrA enzyme inhibitors, primary screen, biochemical, absorbance, HTS | Methionine sulfoxide reductase A (Bos taurus) | purified bovine MsrA, absorbance read-out | inhibition, % at 15.5 µM | 360,000 tested, 0.75% active; in the data active = inhibition above about 4.5%;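 also: 0% = vehicle wells with enzyme and 100% = reference inhibitor wells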
The depositor's hits bear a star; . = no result given.

SMILES | bovine MsrA act | NRP1-CendR mod | FAS-TE inh | eLon inh | PABP1 MLLE inh | MT1-MMP act inh | Tb MetRS inh | SKN-1 block | MsrA inh
C=CCNC(=O)C1=NOC(CNC(=O)c2c(-c3ccccc3Cl)noc2C)C1 (stereo not given) | -3.1 | -0.7 | -6.1 | -2.6 | 2.2 | 0.1 | -0.5 | 7.2 | 0.0
O=c1[nH]c(/C=C/c2ccccc2[N+](=O)[O-])nc2ccccc12 | -0.3 | -5.7 | -6.1 | -9.4 | -8.7 | 1.5 | -0.6 | 12.4 | 0.2
CCc1ccccc1NC(=O)CSc1nc2ccccc2n1CC(=O)N1CCCC1 | -9.1 | -11.1 | -9.5 | -1.3 | -20.2 | 2.7 | -1.9 | -18.9 | -0.8
CCC(=O)Nc1cccc(-c2ccc(N3CCN(C)CC3)nn2)c1 | -3.0 | 2.2 | -6.1 | -0.7 | -0.1 | -1.9 | -0.3 | 29.2 | .
Cc1ccc(C)c(OCCn2c(=O)c3c(ncn3C3CCCC3)n(Cc3ccccc3)c2=O)c1 | 5.9 | -1.5 | 37.6 | 2.7 | -22.1 | -13.4 | -0.3 | 12.3 | -0.4
Cc1ccc(/C=N/NC(=O)c2cccnc2)s1 | -3.5 | 4.3 | -5.4 | -3.8 | 0.2 | -0.6 | -0.5 | -5.4 | 0.2
COCCNc1nc(-c2ccccc2F)c2sc(-c3ccccc3)cc2n1 | -3.0 | -3.6 | 14.8 | 2.7 | 10.1 | -7.3 | -0.3 | -2.0 | 3.9
CC1=CC(C)(C)Nc2ccc(OC(=O)C(C)N3C(=O)c4ccccc4C3=O)cc21 (stereo not given) | -2.0 | -326.4 | 28.3 | -3.0 | -2.8 | -186.9 | -0.1 | -6.3 | 0.0
CNC(=O)c1c(NC(=O)c2ccco2)sc2c1CCCC2 | -2.2 | 7.3 | 3.2 | -0.1 | 12.9 | -2.5 | 0.3 | -2.1 | 2.8
COc1ccc(CCC(=O)N2CCCc3ccccc32)cc1 | -2.3 | 28.3* | 2.1 | 3.0 | 9.2 | -1.8 | 0.2 | -4.7 | -0.7
N#Cc1cc([N+](=O)[O-])cnc1N(CCO)CCO | -4.4 | -3.1 | 4.8 | -1.0 | 6.9 | -2.6 | -0.1 | -0.9 | 2.2
COC(=O)/C=C/c1sc2nc(C)cc(C)c2c1N=CN(C)C | -13.2 | -8.8 | -6.0 | 2.6 | -11.6 | 0.3 | -1.2 | 17.3 | 2.3

Complete entries as entered above. Values in the order: bovine MsrA act, NRP1-CendR mod, FAS-TE inh, eLon inh, PABP1 MLLE inh, MT1-MMP act inh, Tb MetRS inh, SKN-1 block, MsrA inh
CNC(=O)c1c(NC(=O)c2ccco2)sc2c1CCCC2 across the screens: -2.2, 7.3, 3.2, -0.1, 12.9, -2.5, 0.3, -2.1, 2.8
N#Cc1cc([N+](=O)[O-])cnc1N(CCO)CCO across the screens: -4.4, -3.1, 4.8, -1.0, 6.9, -2.6, -0.1, -0.9, 2.2
CC1=CC(C)(C)Nc2ccc(OC(=O)C(C)N3C(=O)c4ccccc4C3=O)cc21 (stereo not given) across the screens: -2.0, -326.4, 28.3, -3.0, -2.8, -186.9, -0.1, -6.3, 0.0
C=CCNC(=O)C1=NOC(CNC(=O)c2c(-c3ccccc3Cl)noc2C)C1 (stereo not given) across the screens: -3.1, -0.7, -6.1, -2.6, 2.2, 0.1, -0.5, 7.2, 0.0

Going on with the list.
SMILES | bovine MsrA act | NRP1-CendR mod | FAS-TE inh | eLon inh | PABP1 MLLE inh | MT1-MMP act inh | Tb MetRS inh | SKN-1 block | MsrA inh
CCCc1nc(NCc2ccncc2)c2nnn(Cc3ccccc3F)c2n1 | -0.8 | -7.7 | 0.6 | -4.4 | 2.5 | -23.7 | -0.8 | -14.4 | -0.1
Cc1ccc(-n2c(SCC(N)=O)nnc2-c2ccco2)cc1 | -0.5 | 1.9 | -7.0 | -1.0 | 6.2 | 1.1 | -0.3 | -0.2 | -0.4
Cc1c(CN(C)C)c2c(n1Cc1ccccc1)C(=O)c1ccccc1-2 | 6.6 | 4.2 | -6.9 | -9.3 | -6.5 | -5.1 | 0.0 | -9.5 | 0.2
COc1cccc(C(=O)NOCc2ccccc2)c1OC | -2.3 | 8.3 | -4.6 | -6.5 | 8.7 | -0.4 | -0.2 | -0.6 | -0.6
Cc1ccc(S(=O)(=O)N2CCC(C(=O)N[C@H](C(=O)N3CCN(C)CC3)C(C)C)CC2)cc1 | -4.5 | -2.9 | 0.0 | -9.2 | -6.0 | 0.1 | -0.7 | -3.6 | 0.7
Cc1onc(-c2ccccc2Cl)c1C(=O)OCC(=O)Nc1ccc2c(c1)OCO2 | -9.2 | 3.0 | 18.3 | -2.1 | -10.1 | -7.5 | -0.4 | 0.0 | 2.1
CC(C)CC(=O)NC1(C(F)(F)F)C(=O)Nc2c1c(=O)n(C)c(=O)n2C (stereo not given) | -5.0 | 0.6 | -4.3 | -5.2 | -6.0 | -0.7 | -1.7 | 2.3 | -0.4
CC(/C=C/c1ccc(N(C)C)cc1)=N\N=C(/N)SC1CC(=O)N(c2ccc(C(=O)O)cc2)C1=O (stereo not given) | -4.6 | -153.8 | -21.4 | -56.2 | -57.8 | -14.6 | -0.9 | 14.7 | 0.1
Cc1c(C(=O)NCCSCc2cccc(C(F)(F)F)c2)cnn1-c1ccc(Cl)cc1 | -0.3 | 3.0 | 29.1 | 4.3 | -3.1 | -0.3 | 0.4 | 2.1 | -0.9
CCc1nc2ccc(C(=O)NCc3ccc(OC)cc3)cn2c1N(CC)CCN(C)C | -4.8 | 7.4 | -8.4 | 2.0 | -1.1 | -5.9 | -0.1 | -7.5 | -0.3
CC(C)(C)NC(=O)CN(Cc1ccccc1)S(=O)(=O)c1ccccc1 | -7.4 | -5.1 | 0.4 | -8.5 | 5.0 | 1.4 | -0.5 | -1.0 | 1.6
S=C(NCCCN1CCOCC1)NCCCN1CCOCC1 | -4.5 | -1.7 | -10.3 | -4.5 | 41.2* | -0.4 | -0.9 | 6.8 | -0.3
CCSc1sccc1C1C(C#N)=C(N)N(c2cccnc2)C2=C1C(=O)CCC2 (stereo not given) | -8.8 | -9.7 | -6.3 | -8.4 | 45.2* | -17.9 | -1.5 | 0.9 | 1.6
CCc1nnc(NC(=O)C2CC(=O)N(C3CCCC3)C2)s1 (stereo not given) | -1.2 | -5.1 | -2.3 | -9.4 | 14.1 | -0.5 | -0.6 | 4.3 | 0.3
COc1cc(Cl)c(C)cc1NC(=O)Cn1c(NCCO)nc2ccccc21 | -2.7 | 0.4 | 4.2 | -3.2 | 3.3 | 1.9 | -1.1 | -5.0 | -0.2
CCNC(=O)C1(C)CCN(C(=O)c2ccc(-c3ccccc3)cc2)C1 (stereo not given) | -2.1 | 8.4 | -5.3 | -12.0 | 10.4 | 7.2 | 0.7 | -2.2 | -1.2
CCCNC(=O)C(Cc1ccccc1)NC(=O)c1ccccn1 (stereo not given) | -2.3 | 8.2 | -4.9 | -2.2 | -3.3 | -0.2 | -0.2 | 7.5 | 0.4
COCC(=O)N(C)c1nnc(-c2cnc(C)cn2)s1 | -11.6 | 5.8 | -8.9 | 1.6 | 9.0 | -5.6 | -1.5 | -24.6 | 0.5
Cc1ccccc1Nc1scc(-c2ccc(Br)cc2)[n+]1-c1ccccc1C | -2.9 | -6.2 | 34.4 | -1.4 | 1.3 | -7.9 | -0.2 | 14.9 | 2.4
c1ccc(NCCC2OCC3(CO2)COC(CCNc2ccccc2)OC3)cc1 (stereo not given) | -1.6 | 5.9 | 11.2 | 4.9 | 17.1 | 2.1 | -0.2 | 6.4 | 1.6
Cc1cc(C(=O)NCCCN2CCOCC2)n(-c2ccccc2)n1 | 0.9 | -0.8 | -5.9 | 4.4 | 3.1 | 0.7 | -0.9 | -0.3 | 0.0
Cc1nn(Cc2ccc(C(=O)N3CCOCC3)o2)c(C)c1Br | -4.6 | -4.3 | -8.9 | -10.4 | 8.1 | 1.5 | -0.4 | 5.5 | 0.7
CCOC(=O)N1CCN(Cc2nc3cc(NC(=O)c4ccco4)ccc3n2C)CC1 | -0.3 | 5.1 | -7.2 | 5.5 | -6.9 | 0.2 | 0.0 | 4.7 | -0.6
CC1CCCCN1CCCNC(=O)CN1C(=O)CSc2ccc(S(=O)(=O)N3CCOCC3)cc21 (stereo not given) | -3.7 | 4.5 | -2.0 | -8.1 | 12.5 | 2.3 | -0.4 | 12.7 | -0.8
N#Cc1nc(-c2ccc(OCc3ccc(Cl)cc3)cc2)oc1NCc1cccnc1 | 1.5 | 3.9 | 4.6 | -2.9 | 3.4 | -2.6 | -0.1 | 12.2 | -0.9
CNc1nc(SCC(=O)Nc2ccccc2)nc(N2CCOCC2)n1 | -3.1 | 5.9 | -4.9 | 8.4 | 21.9 | 1.8 | -0.3 | -10.7 | -0.3
CCN(CC)C(=O)C1CCC(CNS(=O)(=O)c2cccc3cccnc23)CC1 (stereo not given) | -0.2 | 7.9 | -1.0 | -13.4 | 5.5 | -5.5 | -1.1 | -0.3 | -0.7
Cc1nn(-c2ccccc2)c(C)c1/C=N/NC(=O)c1ccccc1O | -10.4 | -2.3 | -2.3 | -11.9 | 8.9 | -1.7 | -1.4 | -2.2 | 2.0
COn1c(SCC(N)=O)nc2ccccc2c1=O | -1.9 | 9.5 | -5.7 | -3.2 | 0.0 | -3.4 | -0.1 | 1.9 | -0.2
COc1ccc(N2CCN(C(=S)NCc3ccc(C)cc3)CC2)cc1 | -2.7 | 17.9 | -3.7 | -6.2 | -148.1 | 4.2 | -0.8 | 1.4 | 2.1
O=C(CSc1ccc(C(F)(F)F)cn1)Nc1ccccc1 | -4.1 | -7.2 | 9.6 | 2.9 | 6.2 | -0.3 | 1.6 | 6.0 | -1.4
CCN(Cc1ccccc1)C(=O)Cn1c(=O)n(-c2ccc(OC)cc2OC)c(=O)c2c(C)c(C)sc21 | -2.2 | -12.6 | 25.5 | 0.5 | -12.8 | -1.0 | 0.1 | -1.0 | 0.4
CCC(C)[C@H](NC(=O)NCc1cccs1)C(=O)OC (stereo not given in full) | -3.0 | -13.4 | -5.2 | -0.7 | 10.1 | -2.0 | -0.6 | 13.9 | -0.9
Nc1nc(COC(=O)c2ccc3c(c2)OCCO3)nc(Nc2ccccc2)n1 | -2.0 | -4.3 | 3.5 | -6.2 | -12.0 | 3.0 | -0.2 | -4.3 | -0.9
CCCCNC(=O)c1cc2c(=O)n(CC)c3ccccc3c2s1 | -0.5 | 2.8 | 8.4 | 7.2 | -9.5 | 7.1 | -0.4 | 6.7 | 0.5
Cc1cc(C(=O)O)ccc1-c1ccc(/C=C2\SC(=O)N(CC(=O)Nc3ccc4c(c3)OCO4)C2=O)o1 | -3.2 | -61.2 | -35.2 | 6.0 | -99.7 | -4.1 | -0.5 | 7.6 | 0.2
